Pf Dd2 inh = blocks in vitro growth of P. falciparum Dd2; P. falciparum Dd2 growth, SYBR Green, 72 h; AID 1347417; 120,000 compounds, 4.3% hits; Potency, µM (top dose mostly 28.9 µM), inactives show at the top dose activity, negative = inhibition, actives largely listed as inhibitors; active = well fitted inhibition curve with a large enough effect; inconclusive = small, poorly fitted or top-dose-only effect; inactive = no such curve, though single readings can be large or run the other way;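 also: plate controls were DMSO vehicle for no effect and reference drug for full effect; nearly all actives have a fitted effect of over 65% in size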
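Readout: SYBR Green fluorescence, 485 nm excitation, 535 nm emission, after ~16 h lysis at 37C. Before that, Dd2-infected red cells (2.5% hematocrit) grew 72 h with compound, 29 uM top final concentration.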
* = called active by the depositor; i = inactive; ? = inconclusive; [ ] = dose if it differs, or a comment. Potency is read from the fitted curve at half-maximal effect.

item	SMILES	Pf Dd2 inh
1	Cc1ccc(-n2c(=O)c3c(cnn3C)n(CC(=O)Nc3ccccc3C)c2=O)cc1	-12%
2	O=C(Nc1ccccc1)c1cc2n(n1)CC(c1ccc3c(c1)OCO3)OC2 (stereo not drawn)	-7%
3	CN(C)c1ccc(CN(CC2CCCO2)C(=O)c2ccc(Br)cc2)cc1 (stereo not drawn)	-22%
4	CCn1nc(C)c2c(-c3ccccc3)cc(=O)n(C(C)C(=O)NCc3cccc(OC)c3)c21 (stereo not drawn)	2%
5	Cc1nnn2c(C(=O)Nc3ccc(Cl)cc3Cl)cccc12	6%[44.1 µM]
6	COCCN1C(=O)[C@H]2CN(Cc3ccc(C)cc3)C[C@H]2C1=O	90%[activator]
7	COc1ccc(-n2nc(C3CCCN(C(=O)Nc4ccc(Cl)cc4)C3)[nH]c2=O)cc1 (stereo not drawn)	i
8	Cc1cccc(C)c1NC(=O)N1CCC(OC2CCN(Cc3ccccc3)CC2)CC1	?
9	Cc1ccc(NC(=O)Cn2c(CCC(=O)O)ccc2-c2ccc(Cl)cc2)cc1	-14%
10	c1cc(-c2cc3c(ccn3Cc3ccncc3)c(N3CCOCC3)n2)c2cc[nH]c2c1	i
11	O=C(NCc1ccnc2[nH]ccc12)C1CCCC1	5%[44.1 µM]
12	COc1ccccc1NC(=O)Cn1cnc2ccc(S(=O)(=O)N3CCC(C)CC3)cc2c1=O	-14%
13	COc1ccc(CNC(=O)c2cc(=O)[nH]c3ccc(S(=O)(=O)N4CCCC4)cc23)c(OC)c1	48%[activator]
14	NC(=O)COC[C@@H]1CN(C2CCSCC2)C[C@H]1c1ccncc1	-17%
15	Cc1noc(C)c1CC(=O)N[C@@H]1CN(c2ccncn2)C[C@H]1CN(C)C	28%
16	CCNC(=O)C1CCN(c2nc3ccccc3nc2C(F)(F)F)CC1	?
17	COc1ccc(CCNC(=O)Cn2cc(S(=O)(=O)Cc3ccccc3F)c3ccccc32)cc1OC	i
18	Cc1cc(C)c2[nH]c(C(=O)NCc3ccc(C(=O)N(C)C)o3)c(C)c2c1	-23%
19	COc1ccc(OC)c(CNC(=O)c2ccc(Sc3ccc(Cl)cc3)c(NC(C)=O)c2)c1	3%
20	COC(=O)c1c(-c2cccs2)csc1NC(=O)c1ccc(OC)c(OC)c1	-16%
21	CCOC(=O)c1ccc(NC(=O)CSc2nccn2-c2cc(C)cc(C)c2)cc1	10%
22	COc1ccc(CCN2Cc3cc(NC(=O)c4ccccc4)ccc3OCC2=O)cc1	i
23	COc1ccc(C(C)C)cc1C1c2nc[nH]c2CCN1Cc1nc[nH]c1C (stereo not drawn)	-18%
24	CN(CC1CCOC1)S(=O)(=O)c1ccc2c(c1)CCC2 (stereo not drawn)	76%[activator][5.79 µM]
25	CC(C)(C)c1ccc(C(=O)N2CCN(C(=O)c3nnn4c3COC(c3ccc(F)cc3)C4)CC2)cc1 (stereo not drawn)	?
26	COc1ccc(NC(=O)CN2C(=O)NC3(CCOCC3)C2=O)cc1OC	?
27	N#Cc1ccc(-c2cccs2)nc1SCc1c(F)cccc1Cl	?
28	Cc1ccc(C(=O)Nc2cc3nn(-c4ccccc4)nc3cc2Cl)c(C)c1	2%
29	CN(C)CCn1ccnc1C1CCN(S(=O)(=O)c2cnn(C)c2)CC1	1%
30	CCCN(CC1CCOC1)C(=O)Nc1cccc(Cl)c1 (stereo not drawn)	i[5.79 µM]
31	COc1cccc(C2C(C(=O)Nc3ccc(C)cc3C)=C(C)Nc3c(C(=O)Nc4ccccc4)cnn32)c1 (stereo not drawn)	?
32	Cc1cc(C)cc(NC(=O)c2ccc3c(c2)N(C)C2CCCN2C3=O)c1 (stereo not drawn)	i
33	Cc1cc(CNC(=O)[C@@H]2CCC[C@@H](NCC3CC3)CN(C)C(=O)C2)no1	24%[44.1 µM]
34	COc1ccc(Cn2c(CO)cnc2SCc2ccc(F)cc2)cc1	-11%
35	Cc1cc(C)cc(-n2c(SCC(=O)N3CCCCCC3)nc3c([nH]c4ccccc43)c2=O)c1	?
36	CC(C)(C)OC(=O)N1CC(Nc2ccc(Cl)cc2)C1	-17%[44.1 µM]
37	Cc1ccc(C(=O)NCCc2noc(C3CC3)n2)cc1C	?
38	COC[C@H]1CCCN1Cc1nc(C2(O)CCN(C3CCCC3)CC2)cs1	-12%[44.1 µM]
39	O=C(CCc1ccccc1)N1CCC2(CC1)N=C(c1cccc(Br)c1)NO2	-20%
40	CCOc1ccccc1CNC(=O)C1CCN(C2=NS(=O)(=O)C(c3ccc(C)c(C)c3)=C2C)CC1	?
41	NC(=O)[C@@H]1CCCN1C(=O)C1CCN(c2nc(-c3ccccc3)nc3c2CCC3)CC1	-20%
42	Cc1ccccc1NC(=O)[C@H](CSCc1ccccc1)N1Cc2ccccc2C1=O	-24%
43	COc1ccc2c(c1)CCc1sc(NC(=O)c3ccc(Br)cc3)nc1-2	-2%
44	CCOc1ccc(NC(=O)Cn2c(CCC(=O)O)ccc2-c2ccc(C)cc2)cc1	?
45	O=C(O)Cn1ccc2cc(OCc3cccc(-c4ccccc4O)c3)cnc21	i
46	O=C(NCCC1=CCCCC1)C1CCN(C(=O)c2ncn3c2COC(c2ccccc2)C3)CC1 (stereo not drawn)	?
47	c1nc(N[C@@H]2COCC[C@@H]2OCc2cscn2)c2ccsc2n1	-9%
48	Cc1ccc2[nH]c(CSc3nnc(C)s3)cc(=O)c2c1	i
49	Cc1ccc(NC(=O)c2ccc(Cn3ccn4nc5c(c4c3=O)CCCC5)cc2)cc1C	?
50	COc1cc(OC)cc(-c2onc(C)c2C(=O)NCCc2ccc(F)cc2)c1	-4%
51	Cc1ccc(C)c(NC(=O)C2CCCN(c3ncnc4onc(C)c34)C2)c1 (stereo not drawn)	-25%
52	COCCN1C[C@H]2CN(Cc3ccc(C(F)(F)F)cc3)CCN2C1=O	26%[44.1 µM]
53	CN(CC1(C)CCOCC1)C(=O)c1c(F)cccc1Cl	-19%
54	CC1C(=O)N2CCCc3cc(S(=O)(=O)Nc4ccc(Br)cc4F)cc1c32 (stereo not drawn)	39%[activator]
55	COc1ccccc1N1CCN(Cc2cc(COC(C)C)c3cccnc3c2O)CC1	1.6µM*
56	COc1ccc(-c2cc(-c3cccc(NC(C)=O)c3)cn3cncc23)cc1	?
57	O=C(NCCc1ccc(Cl)cc1)c1cnc2sc(N3CCCC3)nn2c1=O	52%[activator]
58	O=C(Nc1ccc(Oc2ccccc2)cc1)N[C@H]1CO[C@H]2[C@@H]1OC[C@@H]2Nc1nccc(-c2cccs2)n1	2%
59	CCCN(C(=O)Cn1ncc2c1-c1ccccc1OC2)c1cccc(C)c1	-11%
60	O[C@H]1CCCC[C@@H]1NC1CCN(c2nc3ccc(Cl)cc3s2)CC1	4µM*

From entry 46 as far as 50, copied from above:
item	SMILES	Pf Dd2 inh
46	O=C(NCCC1=CCCCC1)C1CCN(C(=O)c2ncn3c2COC(c2ccccc2)C3)CC1 (stereo not drawn)	?
47	c1nc(N[C@@H]2COCC[C@@H]2OCc2cscn2)c2ccsc2n1	-9%
48	Cc1ccc2[nH]c(CSc3nnc(C)s3)cc(=O)c2c1	i
49	Cc1ccc(NC(=O)c2ccc(Cn3ccn4nc5c(c4c3=O)CCCC5)cc2)cc1C	?
50	COc1cc(OC)cc(-c2onc(C)c2C(=O)NCCc2ccc(F)cc2)c1	-4%

More compounds
item	SMILES	Pf Dd2 inh
61	COc1ccccc1NC(=O)CSCc1cc(=O)c2c(C)cc(C)cc2[nH]1	?
62	COc1ccc(CNC(=O)Nc2cccc(-c3ccc(N4CCOCC4)nn3)c2)cc1	?
63	CC(C)c1noc(-c2cn(C3CCCN(C(=O)c4cccn4C)C3)nn2)n1 (stereo not drawn)	i
64	CN1CCN(c2ccc(-c3cc4c(ccn4C)c(C(=O)NCc4cccnc4)n3)cc2)CC1	6.3µM*
65	CCn1ccc(C(=O)N2CCCC(c3nc(-c4ccccc4)no3)CCNC(=O)CC2)n1 (stereo not drawn)	i
66	Cc1ccsc1C(=O)N[C@@H]1CN(c2ncccn2)C[C@H]1CN(C)C	5%
67	CCOc1ccccc1NC(=O)N1CC[C@@H](c2nc(C)no2)[C@@H](NC(=O)C2CC2)C1	-11%
68	O=C(NC1CC1)C1CN(c2ccccc2)C(=O)N1 (stereo not drawn)	-2%[44.1 µM]
69	Cc1nn(-c2ccc(C(F)(F)F)cc2)c(C)c1[C@@H]1C=C[C@@H](NC(=O)C2CCCCC2)C1	i
70	COc1ccc(CNc2ncnc3c2nc2n3CCCC2)cc1	21%
71	COc1cccc(C(=O)N(C)C2CCc3ccccc32)c1 (stereo not drawn)	i
72	CCc1ccccc1NC(=O)N1CCC(OC2CCN(S(C)(=O)=O)CC2)CC1	17%
73	Cc1ccc(C)c(NC(=O)Cn2c(=O)n(CCC(=O)NCc3ccc4c(c3)OCO4)c(=O)c3ccccc32)c1	24%
74	COCC(=O)N(C1CCOCC1)C1CCN(S(=O)(=O)c2cccc(F)c2)CC1	13%
75	Cc1cccc(CNC(=O)C2CCc3sc(C(=O)N4CCOCC4)cc3C2)c1 (stereo not drawn)	?
76	COCC(=O)N[C@H]1C[C@@H](CO)N(Cc2cccc(OC)c2)C1	24%
77	O=C(c1cc(Cl)ccc1F)N1CCC[C@H]1c1nc(-c2ccccc2)no1	-5%
78	O=C(CN1C(=O)NC(c2ccc(Cl)cc2)C2=C1COC2=O)Nc1cc(F)cc(F)c1 (stereo not drawn)	?
79	O=C(NCC1CCN(Cc2cccc(F)c2)CC1)[C@@H]1COCC(=O)N1Cc1ccccc1	i
80	COc1ccccc1NC(=O)Cn1c(C)cc2nc3n(c(=O)c21)CCCCC3	-15%

Sorted by formula weight (descending): part of the list above.
item	SMILES	Pf Dd2 inh
61	COc1ccccc1NC(=O)CSCc1cc(=O)c2c(C)cc(C)cc2[nH]1	?
80	COc1ccccc1NC(=O)Cn1c(C)cc2nc3n(c(=O)c21)CCCCC3	-15%
70	COc1ccc(CNc2ncnc3c2nc2n3CCCC2)cc1	21%

Three entries picked at random from the list so far, as already listed:
item	SMILES	Pf Dd2 inh
36	CC(C)(C)OC(=O)N1CC(Nc2ccc(Cl)cc2)C1	-17%[44.1 µM]
37	Cc1ccc(C(=O)NCCc2noc(C3CC3)n2)cc1C	?
77	O=C(c1cc(Cl)ccc1F)N1CCC[C@H]1c1nc(-c2ccccc2)no1	-5%

Next part:
item	SMILES	Pf Dd2 inh
81	COc1cc2c(cc1NS(C)(=O)=O)C(c1cccc3c1OCO3)CC(=O)N2 (stereo not drawn)	-14%
82	CC(C)n1cnnc1-c1nn(C)c2c1CN(C(=O)CCc1c[nH]c3ccccc13)CC2	?
83	Fc1cc(Cl)ccc1C1c2nc[nH]c2CCN1Cc1ccccn1 (stereo not drawn)	?
84	O=c1[nH]ccn1C1CCN([S+](=O)([O-])c2cccs2)CC1	24%[44.1 µM]
85	Cc1noc2ncnc(NCc3ccc(Cl)cc3)c12	?
86	CCC(C(=O)N1CCC(C(=O)N2CCCC2)CC1)n1cccn1 (stereo not drawn)	12%
87	Cc1ccc(Cn2c(Cc3ccccc3)nc3ccccc32)cc1	10%
88	Cc1nnc2n1C(C)CN(C(=O)CCCc1nc(-c3ccncc3)no1)C2 (stereo not drawn)	-3%
89	Cc1nc(N2CCCC2)ncc1C(=O)NCc1ccc(F)cc1	72%[activator]
90	CCOc1ccccc1CNC(=O)CCc1cn(Cc2ccc(Cl)cc2)c2ccccc12	i
91	O=C(NCCF)c1cccc(S(=O)(=O)NCCCc2ccncc2)c1	1%
92	O=C1Nc2ccccc2CC12CCCN(Cc1ccc(C(F)(F)F)cc1)C2 (stereo not drawn)	-5%
93	Cc1ccc(-c2ccccc2C=O)c(C)c1	4%[76.6 µM]
94	CCN(CC)C(=O)Cn1cc(SCC(=O)Nc2ccccc2F)c2ccccc21	55%[activator][5.79 µM]
95	CCc1ncc2c(=O)n(Cc3ccc(OC)cc3)ccn12	?
96	O=C1CCN(C(=O)C2CCOCC2)CCCC(c2nc(-c3ccccc3)no2)CCN1 (stereo not drawn)	12%
97	Clc1ccc2c(c1)-n1cc(-c3ccccc3)nc1CO2	11%
98	CCOC(=O)N1CCC2(CC1)N=C(CCC(C)C)NC2=O	3%
99	CCCN1CCN(C(=O)c2c(C)sc3ccn(CC(C)C)c(=O)c23)CC1	i
100	CCc1ccccc1NC(=O)c1c(OC)cc(=O)n2c1CCCC2	-7%
101	O=C(CCC1CCCN(Cc2cc3ccccc3s2)C1)Nc1ccccc1F (stereo not drawn)	?
102	O=C(c1ccc(Cl)cc1)N1CC2(CCN(Cc3ccncc3)C2)OCc2ccccc21 (stereo not drawn)	?
103	CCn1c(C2CCN(C(=O)CCNC(=O)c3ccc(F)cc3)CC2)n[nH]c1=O	-24%
104	COCCS(=O)(=O)c1ncc(CN2CCCCO2)n1Cc1ccccc1	2%
105	Cc1noc(C)c1CC(=O)N1CCCCCCNC(=O)CC1	16%
106	O=C(c1ccccc1C(F)(F)F)N1CCC(n2cnnc2C2CC2)CC1	5%
107	Cc1nc2nc[nH]n2c(=O)c1NS(=O)(=O)c1ccc(Br)cc1	i
108	CCOc1ccccc1C(=O)N1CCC[C@H]1c1nc(-c2ccc(F)cc2)no1	?
109	COCC1CN(Cc2cc(Br)ccc2OC)CC12CCNCC2 (stereo not drawn)	?
110	CCc1ccc(-n2nc3ccc(NC(=O)COc4ccc(OC)cc4)cc3n2)cc1	3%
111	Cc1ccc(S(=O)(=O)c2cn(Cc3ccccc3)c3cc(N4CCCC4)c(F)cc3c2=O)cc1	6.3µM*

A portion of the library, so the mix of outcomes need not match the whole.
